GPR55 LPI antagonism = inhibition of LPI-stimulated GPR55 beta-arrestin translocation – imaging, U2OS, beta-arrestin-GFP, LPI agonist, primary screen (AID 2013); U2OS GPR55 beta-arrestin-GFP translocation imaging, LPI antagonism; higher % means a stronger effect; inhibition, % at 10 µM, or IC50 in µM where a hit was titrated; 290,000 compounds, 0.13% hits;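 active = spots per cell inhibited over 60%, with over 100 cells counted and total cytoplasm intensity under 500,000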;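 note: U2OS cells stably carrying GPR55 and arrestin-GFP stimulated by 5 µM LPI near EC80; imaged beta-arrestin-GFP aggregate spots per cell after agonist stimulation; plate controls were LPI-stimulated DMSO wells for no effect and DMSO wells without LPI for full effect; some results filed as inactive read as strong as hits; confirmed hits need IC50 under 10 µM and bright autofluorescent wells are also inconclusive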
Rac1 GTP hydrolysis = MgcRacGAP GTPase-activating activity inhibitors, confirmation, biochemical, ADP Hunter fluorescence. AID 624330. 340,000 compounds, 0.6% hits. MgcRacGAP-stimulated Rac1 GTP hydrolysis, ADP Hunter fluorescence; higher % means a stronger effect; GST-tagged Rac1 F28L mutant substrate. inhibition, % at 30 µM; hits with a dose series show IC50 in µM;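 active = first-screen hits whose inhibition reached a set limit at any dose in the follow-up dose series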;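 note: fluorescence reports GDP produced by GAP-driven GTP hydrolysis; strong numbers were not always called active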
HIV peptide binding = cell-free HIV fusion peptide-binding blockers – biochemical, uHTS, fluorescence dequenching, primary screen (AID 1986). inhibition, % at 20 µM; hits with a dose series show IC50 in µM. cell-free peptide binding, fluorescence dequenching, 30 min; higher % means a stronger effect. 290,000 compounds, 0.3% hits; in the data active = inhibition mostly above about 52%, no sharp cut-off; inactive = mostly below about 76%; note: some results filed as inactive read as strong as hits
KOR beta-arrestin-1 = kappa opioid receptor blockers – cell-based, luminescence, uHTS (AID 1778). KOR beta-arrestin recruitment, luminescence, antagonist mode; higher % means a stronger effect. inhibition, % at 10 µM, or IC50 in µM where a hit was titrated. 290,000 compounds, 0.091% hits; note: strong numbers were not always called active
Large T inhibition = SV40 large T antigen inhibitors, biochemical (AID 1903) | SV40 large T antigen ATPase/helicase inhibition assay; higher % means a stronger effect | inhibition, % at 20 µM, or IC50 in µM where a hit was titrated | 310,000 compounds, 0.39% hits; in the data active = a potency from the dose series; note: strong numbers were not always called active
KOR beta-arrestin-2 = KOR agonists, beta-arrestin recruitment, primary screen, cell-based, luminescence, uHTS (AID 1777); KOR beta-arrestin recruitment, luminescence; higher % means a stronger effect; activation, % at 10 µM; hits with a dose series show EC50 in µM; 280,000 compounds, 0.02% hits; in the data active = activation above about 50%, passing the limit was not always enough; note: a part of the inactive calls stands beside numbers as strong as those of hits
GPR55 activation = GPR55 agonists via beta-arrestin recruitment, primary screen, imaging, U2OS cells, beta-arrestin-GFP redistribution (AID 1961) | U2OS GPR55 beta-arrestin-GFP redistribution imaging; higher % means a stronger effect | activation, % at 10 µM, or EC50 in µM where a hit was titrated | 290,000 compounds, 0.048% hits;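 active = activation above 40% with more than 50 cells counted in the well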;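 note: U2OS osteosarcoma cells stably expressing GPR55 and beta-arrestin-GFP; plate controls were DMSO negative control for no effect and LPI positive control for full effect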
HEK293 NOD2/NF-kB = NOD2 signaling inhibitors, cell-based, luminescence, uHTS, HEK293 (AID 1566) | HEK293 NOD2/NF-kB luciferase reporter, luminescence; higher % means a stronger effect | one-dose inhibition, % at 4 µM; EC50 in µM for titrated hits | 290,000 compounds, 0.63% hits; note: many of its hits are not listed in these tables
NOD1 inhibition = NOD1 signaling inhibitors, primary screen, cell-based, luminescence, uHTS (AID 1578); 290,000 compounds, 1% hits; NOD1-driven NF-kB luciferase reporter cells, luminescence; higher % means a stronger effect; inhibition, % at 4 µM, or EC50 in µM where a hit was titrated; in the data active = inhibition mostly above about 36%, no sharp cut-off; inactive = mostly below about 34%;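 note: HEK-293T reporter cells stimulated with the NOD1 agonist gamma-tri-DAP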
Numbers without * were called inactive; x = not tested or not shown; [ ] = dose if it differs, or a comment. Cut-off read from the data, not from the text of the source, unless noted: active = inhibition above about 50%; inactive = the rest.

Preview (eight entries):
1: CN1CCN(C(=O)CN(c2cccc(Cl)c2)S(=O)(=O)c2ccccc2)CC1
2: O=C(CCc1nc2ccccc2s1)NCc1ccccc1F
3: O=C(CCN1C(=O)/C(=C/c2ccccc2Cl)SC1=S)NNC(=O)c1ccccc1O
4: C=CCOc1nc(N(C)C)nc(N(C)C)n1
5: CNC(=O)CSc1cnc2ccccc2n1
6: O=c1cc(-c2cccc(F)c2)[nH]c2ccccc12
7: Cn1cnnc1SCCC(=O)Nc1ccc(Cl)cc1
8: COc1cccc(-c2nnn(CCC(=O)O)n2)c1
assay / entry	1	2	3	4	5	6	7	8
GPR55 LPI antagonism	18%	3%	8%	-4%	-2%	-16%	-1%	-14%
Rac1 GTP hydrolysis	11%	4%	7%	6%	-2%	0%	4%	11%
HIV peptide binding	1.1%	4.1%	4.7%	-0.9%	-1.2%	-0.5%	-0.5%	-1.4%
KOR beta-arrestin-1	-11%	36%	-9%	16%	-12%	-92%	8%	-7%
Large T inhibition	7%	8%	8%	3%	9%	20%	2%	3%
KOR beta-arrestin-2	-1.1%	-3.6%	3.1%	7.8%	-2.2%	-0.2%	4.4%	7.1%
GPR55 activation	-0.3%	-0.4%	-0.2%	0.2%	-0.3%	-0.3%	-0.2%	-0.2%
HEK293 NOD2/NF-kB	7%	4%	3%	3%	4%	1%	9%	-20%
NOD1 inhibition	-4%	-5%	-6%	-11%	-36%	-20%	-22%	-13%

All compounds of this part, previewed entries included:
1: CN1CCN(C(=O)CN(c2cccc(Cl)c2)S(=O)(=O)c2ccccc2)CC1
2: O=C(CCc1nc2ccccc2s1)NCc1ccccc1F
3: O=C(CCN1C(=O)/C(=C/c2ccccc2Cl)SC1=S)NNC(=O)c1ccccc1O
4: C=CCOc1nc(N(C)C)nc(N(C)C)n1
5: CNC(=O)CSc1cnc2ccccc2n1
6: O=c1cc(-c2cccc(F)c2)[nH]c2ccccc12
assay / entry	1	2	3	4	5	6
GPR55 LPI antagonism	18%	3%	8%	-4%	-2%	-16%
Rac1 GTP hydrolysis	11%	4%	7%	6%	-2%	0%
HIV peptide binding	1.1%	4.1%	4.7%	-0.9%	-1.2%	-0.5%
KOR beta-arrestin-1	-11%	36%	-9%	16%	-12%	-92%
Large T inhibition	7%	8%	8%	3%	9%	20%
KOR beta-arrestin-2	-1.1%	-3.6%	3.1%	7.8%	-2.2%	-0.2%
GPR55 activation	-0.3%	-0.4%	-0.2%	0.2%	-0.3%	-0.3%
HEK293 NOD2/NF-kB	7%	4%	3%	3%	4%	1%
NOD1 inhibition	-4%	-5%	-6%	-11%	-36%	-20%

7: Cn1cnnc1SCCC(=O)Nc1ccc(Cl)cc1
8: COc1cccc(-c2nnn(CCC(=O)O)n2)c1
9: CCOC(=O)C1=C(C)NC(=O)C1CC(=O)O (stereo not drawn)
10: O=C(CC(=O)NC1CCCCC1)N/N=C/c1ccccc1Cl
11: COc1ccc(C2CC(c3cccs3)=NN2c2ccc(C=O)cc2)cc1 (stereo not drawn)
12: O=C(Cc1ccc([N+](=O)[O-])cc1)Nc1cccc(C(F)(F)F)c1
assay / entry	7	8	9	10	11	12
GPR55 LPI antagonism	-1%	-14%	-5%	18%	24%	7%
Rac1 GTP hydrolysis	4%	11%	6%	7%	x	6%
HIV peptide binding	-0.5%	-1.4%	3.1%	3.2%	144%	1.9%
KOR beta-arrestin-1	8%	-7%	-27%	3%	22%	24%
Large T inhibition	2%	3%	20%	-1%	6%	12%
KOR beta-arrestin-2	4.4%	7.1%	-3.0%	1.5%	-4.2%	-2.2%
GPR55 activation	-0.2%	-0.2%	0.3%	-0.2%	0.0%	0.3%
HEK293 NOD2/NF-kB	9%	-20%	11%	14%	10%	8%
NOD1 inhibition	-22%	-13%	-10%	16%	-16%	-17%

13: COCn1c(COc2ccc3ccccc3c2)nc2ccccc21
14: CN1c2ccccc2N(C)C1c1c(O)ccc2ccccc12
15: Cc1ccc(N/C=C/C(=O)c2ccc(C)cc2)cc1
16: Cc1cc(NS(=O)(=O)c2ccc(NC(=O)C(CC(C)C)N3C(=O)c4ccccc4C3=O)cc2)nc(C)n1 (stereo not drawn)
17: S=C(NCc1ccc2[nH]c3c(c2c1)CCCC3)Nc1ccccc1
18: O=C(NCc1ccccc1)c1cccc(COc2ccc3c(c2)CCC3)c1
assay / entry	13	14	15	16	17	18
GPR55 LPI antagonism	1%	6%	18%	11%	0%	4%
Rac1 GTP hydrolysis	3%	5%	5%	3%	14%	1%
HIV peptide binding	3.8%	0.0%	1.2%	0.5%	2.0%	1.5%
KOR beta-arrestin-1	9%	12%	-22%	17%	2%	-8%
Large T inhibition	7%	2%	23%	9%	7%	6%
KOR beta-arrestin-2	-6.3%	-6.2%	7.2%	-0.4%	-0.2%	-2.5%
GPR55 activation	-0.3%	-0.5%	0.9%	-0.1%	-0.2%	0.0%
HEK293 NOD2/NF-kB	-44%	11%	-110%	-1%	-4%	-109%
NOD1 inhibition	-32%	-6%	-42%	16%	-26%	-17%

19: CCC(=O)Nc1c(C#N)c2nc3ccccc3nc2n1C1CCCCC1
20: O=C(Cn1cnc2c(cnn2-c2ccccc2)c1=O)NCCc1ccccc1
21: COc1ccccc1NC1=C(C)C(=O)CC1
22: CN(C)S(=O)(=O)c1ccc(S(=O)(=O)N2CCCC(C(=O)NC3CC3)C2)cc1 (stereo not drawn)
23: CN1CCN(C(=O)/C(=C/c2ccc(N(C)C)cc2)NC(=O)c2ccccc2)CC1
24: Clc1nc(CN2CCCCC2)nc2sc3c(c12)CCCC3
assay / entry	19	20	21	22	23	24
GPR55 LPI antagonism	12%	6%	14%	-14%	-4%	61%*
Rac1 GTP hydrolysis	4%	9%	2%	-5%	12%	0%
HIV peptide binding	0.5%	3.9%	0.9%	1.8%	8.7%	1.5%
KOR beta-arrestin-1	-2%	-52%	-6%	-44%	-5%	-29%
Large T inhibition	7%	0%	-4%	7%	34%	8%
KOR beta-arrestin-2	-1.3%	-4.5%	1.6%	2.6%	-2.3%	1.6%
GPR55 activation	-0.1%	-0.2%	0.1%	0.5%	-0.2%	-0.5%
HEK293 NOD2/NF-kB	2%	5%	6%	18%	15%	-13%
NOD1 inhibition	-29%	-25%	-20%	4%	-25%	-12%

25: CC(=O)Nc1cccc2c1C(=O)N(c1ccc(C)cc1)C2=O
26: COc1cccc(/C=N/NC(=O)c2c(-c3ccccc3)noc2C)c1OC
27: CC1(C)CC(=O)C(C=Nc2cccc(/N=C/C3=C(O)CC(C)(C)CC3=O)n2)=C(O)C1
28: CCCCSc1nnc(NC(=O)CCc2ccccc2)s1
29: C=CCNCCCCOc1ccccc1-c1ccccc1
30: CN1Cc2sc(NC(=S)NC(=O)c3ccccc3)c(C#N)c2CC1(C)C
assay / entry	25	26	27	28	29	30
GPR55 LPI antagonism	9%	30%	3%	-16%	0%	-16%
Rac1 GTP hydrolysis	8%	3%	x	4%	6%	x
HIV peptide binding	4.2%	1.5%	0.5%	1.8%	-2.0%	70%*
KOR beta-arrestin-1	-8%	-22%	4%	11%	-20%	4%
Large T inhibition	27%	26%	7%	6%	10%	19%
KOR beta-arrestin-2	-3.4%	1.3%	1.2%	-1.4%	1.6%	-1.0%
GPR55 activation	-0.4%	-0.1%	0.3%	-0.1%	-0.1%	-0.3%
HEK293 NOD2/NF-kB	10%	6%	20%	8%	8%	42%
NOD1 inhibition	-17%	-42%	9%	-5%	-8%	19%

31: COc1ccc(C2/C=C\CN(CC(C)(C)C)CC(=O)N2Cc2ccc(F)cc2)cc1 (stereo not drawn)
32: CCOC(=O)Cc1csc(SCC(=O)Nc2cccc(Cl)c2)n1
33: COc1ccccc1OCC(=O)NCC1CCCN(Cc2cnn(C)c2C)C1 (stereo not drawn)
34: Cc1cc(C)n2c(SCC(=O)NC3CCCCC3C)nnc2n1 (stereo not drawn)
35: O=C(c1ccccc1)N1CCN(CC(O)COCC2CC=CCC2)CC1 (stereo not drawn)
36: O=C(c1ccccc1C(F)(F)F)N1CCN(S(=O)(=O)c2ccccc2)CC1
assay / entry	31	32	33	34	35	36
GPR55 LPI antagonism	5%	2%	18%	8%	-2%	-6%
Rac1 GTP hydrolysis	2%	7%	6%	2%	4%	9%
HIV peptide binding	0.4%	0.6%	0.3%	0.5%	0.7%	-2.0%
KOR beta-arrestin-1	17%	-26%	17%	-6%	28%	10%
Large T inhibition	18%	17%	7%	3%	-3%	14%
KOR beta-arrestin-2	4.1%	6.0%	-1.3%	-2.3%	-5.1%	-5.4%
GPR55 activation	-0.1%	0.2%	0.0%	-0.4%	-0.2%	-0.2%
HEK293 NOD2/NF-kB	1%	29%	-2%	2%	16%	-8%
NOD1 inhibition	-2%	2%	-37%	-41%	-13%	1%

37: COc1ccccc1/C=N/NC(=O)CSc1ccc2ccccc2n1
38: O=S(=O)(NCC1CC1)c1ccc(F)c(Cl)c1
39: COc1ccccc1OCCNC(=O)c1ccccc1C
40: COc1ccccc1CNC(=O)Cn1cnc2ccccc2c1=O
41: CCOc1cc(/C=N/NC(=O)c2ccc(-c3csc(Nc4ccc(C)cc4)n3)cc2)ccc1OCC(=O)O
42: Cc1ccc(CNC(=O)C2CCC(=O)N(CCCN3CCOCC3)C2)cc1 (stereo not drawn)
assay / entry	37	38	39	40	41	42
GPR55 LPI antagonism	-1%	9%	2%	-1%	7%	14%
Rac1 GTP hydrolysis	17%	7%	6%	7%	x	0%
HIV peptide binding	1.5%	0.9%	-1.2%	0.9%	7.3µM*	-1.3%
KOR beta-arrestin-1	-18%	40%	53%	-28%	-27%	42%
Large T inhibition	7%	7%	7%	9%	5%	-5%
KOR beta-arrestin-2	5.6%	-4.4%	-2.7%	2.4%	5.0%	-6.5%
GPR55 activation	1.2%	-0.1%	0.1%	-0.2%	-0.1%	-0.1%
HEK293 NOD2/NF-kB	-24%	1%	-11%	-1%	-8%	2%
NOD1 inhibition	-6%	0%	-25%	3%	-79%	3%

43: CCOc1ccc(S(=O)(=O)n2ccc(C)n2)cc1
44: CCOC(=O)c1ccc(NS(=O)(=O)c2ccc(-c3coc(C)n3)cc2)cc1
45: Cc1ccc(NC(=O)c2ccc3c(c2)C(=O)N(Cc2cccnc2)C3=O)c(C)c1
46: Cc1ccc(CO/N=C/C2=C(Cl)c3ccccc3CC2)cc1
47: Cc1cc(C)c(-n2[nH]nnc2=S)c(C)c1
48: COc1ccc2nc(Cl)cc(Cl)c2c1
assay / entry	43	44	45	46	47	48
GPR55 LPI antagonism	6%	4%	4%	4%	4%	2%
Rac1 GTP hydrolysis	4%	4%	5%	6%	9%	4%
HIV peptide binding	-0.9%	-1.4%	3.3%	6.7%	-1.6%	1.3%
KOR beta-arrestin-1	-4%[20 µM]	-36%	4%	16%	4%	-21%
Large T inhibition	0%	5%	5%	1%	9%	7%
KOR beta-arrestin-2	-6.6%	6.1%	-5.5%	-0.5%	-3.3%	8.3%
GPR55 activation	0.3%	0.1%	-0.1%	0.1%	0.4%	0.7%
HEK293 NOD2/NF-kB	18%	28%	7%	16%	15%	27%
NOD1 inhibition	-22%	-44%	-41%	-17%	-6%	-7%

A portion of the library; the hit share may differ from the screen's.
